CAL PDZ FP-1 = blocks peptide binding to the human CAL PDZ domain; inhibition, % at 24.9 µM; purified CAL PDZ, TMR-peptide fluorescence polarization, 1 h; AID 602252; Q9HD26; 0.92% of 300,000 active;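 active means mean inhibition of at least 30% with at least half of replicates also reaching 30%; inconclusive means no clear call, values can overlap the other calls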;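 further: 0% = DMSO neutral control and 100% = excess unlabeled competitor peptide PRC23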
AddAB inh = less growth of phage-infected E. coli with AddAB | E. coli expressing H. pylori AddAB, absorbance growth | inhibition, % at 11.9 µM | 0.29% of 330,000 active; in the data active means inhibition above about 12%;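 further: 0% = vehicle wells of infected cells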
Ecoli viability = counter-screen for AddAB inhibitors: E. coli growth inhibition; E. coli V3065 growth, OD600 absorbance, 18 h; inhibition, % at 11.9 µM; 0.27% of 330,000 active;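 active means inhibition above the campaign's mean inhibition across all tested compounds plus 3 SD, cut at about 9.9% in these data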;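 further: uninfected addAB+ strain grown without phage in ampicillin broth; 0% = DMSO wells and 100% = ciprofloxacin 0.95 µg/ml wells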
phage Ecoli inh = E. coli growth loss with phage present; growth absorbance; inhibition, % at 11.9 µM; 0.26% of 360,000 active; in the data active means inhibition above about 11%
CAL PDZ FP-2 = human CAL PDZ-peptide interaction inhibition. AID 504414. 0.02% of 330,000 active. inhibition, % at 20 µM. purified CAL PDZ, TMR-peptide fluorescence polarization, 1 h. Q9HD26;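 active means highest replicate inhibition of at least 40%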;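 further: plate controls were DMSO neutral control wells for no effect and unlabeled competitor peptide control wells for full effect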
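Test system: tagged CAL PDZ domain / Buffer or medium: sodium phosphate/NaCl buffer pH 7.4 with TCEP, IgG, Thesit / Reagent: TMR-labelled reporter peptide T*-PRC34 bound in PDZ groove / Compound dosing: single point, 20 µM / Schedule: 1 h incubation at room temperature before polarization reading / Technique: fluorescence polarization (mP) / Benchmarks: unlabelled peptide, DMSO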
SR-BI HDL uptake = blocks mouse SR-BI lipid uptake from DiI-HDL; Q61009; ldlA[mSR-BI] CHO cells, DiI-HDL uptake fluorescence, 3 h; inhibition, % at 12.5 µM; 0.96% of 320,000 active;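 active means mean replicate inhibition of at least 70% and a set share of replicates each scoring 70 or more; inconclusive means meets just one of the two criteria; inactive means fails both criteria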;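 further: 0% = median of neutral control wells and 100% = median of positive control wells; values of inactives mirror those of a sister screen read the other way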
Target sequence (Q61009 whole entry, looked up): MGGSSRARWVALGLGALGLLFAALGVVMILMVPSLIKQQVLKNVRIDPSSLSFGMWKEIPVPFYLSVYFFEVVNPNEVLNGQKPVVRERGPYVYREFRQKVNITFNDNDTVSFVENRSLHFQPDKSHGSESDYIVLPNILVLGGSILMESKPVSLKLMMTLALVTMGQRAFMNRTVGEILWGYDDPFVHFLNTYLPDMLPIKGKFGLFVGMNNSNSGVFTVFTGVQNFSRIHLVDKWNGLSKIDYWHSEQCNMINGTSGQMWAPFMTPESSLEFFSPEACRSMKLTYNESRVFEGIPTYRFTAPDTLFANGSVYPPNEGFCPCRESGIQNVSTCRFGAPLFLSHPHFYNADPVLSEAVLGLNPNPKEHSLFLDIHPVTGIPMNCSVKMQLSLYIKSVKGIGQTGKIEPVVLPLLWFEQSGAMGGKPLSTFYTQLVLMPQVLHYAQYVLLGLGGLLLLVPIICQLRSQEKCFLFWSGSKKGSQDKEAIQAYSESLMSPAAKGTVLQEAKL
Wnt bcat act = activates Wnt/beta-catenin signaling in a reporter cell assay. activator, plate reader. activation, % at 9.35 µM. 1.2% of 300,000 active; in the data active means activation above about 30%, passing the limit was not always enough; inconclusive means no clear call, values can overlap the other calls;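 further: 0% = neutral control wells and 100% = positive control wells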
MITF act = increases MITF-driven TRPM1 promoter luciferase signal. SK-MEL-5 TRPM1-promoter luciferase, 24 h; % of positive control, neutral wells = 0. activation, % at 12.5 µM. 0.75% of 300,000 active. AID 588334;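 active means mean activation of at least 80% with every replicate also reaching 80%; inconclusive means mean reaches 80% but some replicate falls short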;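 further: 0% = neutral control wells and 100% = parthenolide positive control wells; values of inactives mirror those of a sister screen read the other way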
Tat export inh = E. coli Tat transport inhibition | E. coli MC4100 TorA-mCherry Tat export, fluorescence | 0.036% of 340,000 active | AID 488895 | inhibition, % at 10 µM;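 active means mean replicate inhibition at least 50% and at least half of replicates individually reaching 50%; inconclusive means only one of the two criteria met; inactive means neither criterion met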;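 further: exported cargo escapes ClpAP degradation while cytoplasmic cargo is degraded and loses fluorescence; 0% = median of neutral control wells and 100% = median of NaSCN control wells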
SR-BI DiI-HDL act = SR-BI HDL lipid transfer activation; CHO ldlA[mSR-BI] cells, DiI-HDL uptake fluorescence, 3 h; 100 = double the neutral-control signal; activation, % at 12.5 µM; 0.096% of 320,000 active; AID 504775;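 active means mean replicate activation of at least 60% and every replicate at or above 60%; inconclusive means mean or all-replicate condition met, but not both; inactive means mean below 60% and not all replicates reaching 60%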;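 further: 0% = median plate neutral-control signal and 100% = twice that signal; values of inactives mirror those of a sister screen read the other way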
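Test system: SR-BI-overexpressing, LDLR-lacking CHO cells. Measured by: DiI fluorescence, bottom read. Medium: Ham's F12 with 0.5% BSA, HEPES 25 mM, pH 7.4. Timing: 3 h uptake period with compound, 37 °C.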
* = called active by the depositor; ? = inconclusive; / = no result given.

SMILES	CAL PDZ FP-1	AddAB inh	Ecoli viability	phage Ecoli inh	CAL PDZ FP-2	SR-BI HDL uptake	Wnt bcat act	MITF act	Tat export inh	SR-BI DiI-HDL act
CNC(=O)c1c(NC(=O)c2ccc3ncsc3c2)sc(C)c1C	-2.7	/	/	4.6	0.0	59.7	6.8	34.4	-2.7	-59.7
CC1CCN(C(c2ccccc2)c2nnnn2C(C)(C)C)CC1 (centres undefined)	-2.1	2.9	-0.2	2.6	-0.6	-5.3	-2.1	/	0.1	5.3
Nc1c(N(CCCO)C(=O)CCCN2C(=O)c3cccc4cccc(c34)C2=O)c(=O)[nH]c(=O)n1Cc1ccccc1	-5.1	/	/	0.3	-1.1	4.8	2.8	0.2	2.2	-4.8
COc1ccc(C2c3c(ncn(CCN4CCOCC4)c3=N)Oc3ccc4ccccc4c32)cc1 (centres undefined)	-1.8	-1.0	-1.7	-0.8	-4.5	-16.6	/	/	2.8	16.6
O=C1c2ccccc2NC(c2ccc3c(c2)OCCO3)N1c1ccc2c(c1)OCCO2 (centres undefined)	-0.6	-2.1	-1.0	2.9	-1.9	-6.9	/	9.0	-10.1	6.9
OCCCN=c1cc(-c2ccccc2)oc2ccc(Cl)cc12	0.0	-6.2	-5.2	-4.5	-1.7	0.0	/	6.2	6.6	0.0
CCc1nnc(NC(=O)CSc2nnc(CNc3ccc(OC)cc3)n2CC)s1	-4.4	2.7	-2.3	3.2	-2.7	-8.1	/	-1.1	1.1	8.1
Cc1c(Cl)cccc1NC(=S)N1CCC(C(N)=O)(N2CCCCC2)CC1	-1.8	2.2	-0.9	3.9	-0.9	-1.2	-3.5	10.3	1.3	1.2
Cc1cccc(N(C(=O)CCC(=O)Nc2ccccn2)C(C(=O)NC(C)C)c2ccc(O)cc2)c1 (centres undefined)	3.2	-0.6	0.4	2.4	0.2	-52.7	/	3.4	-4.8	52.7
Cn1c(SCCN2CCOCC2)nc2sc3c(c2c1=O)CCCC3	-0.9	-0.8	2.4	0.2	-1.0	-23.6	0.0	/	-2.0	23.6
COc1ccc(S(=O)(=O)N2CCC3(CC2)OCCN3S(=O)(=O)c2cccs2)cc1OC	-2.0	-0.1	0.9	0.0	-3.2	-13.6	0.4	-9.8	-3.7	13.6
O=C(c1ccc(CSc2ccc(Cl)cc2)cc1)N1CCOCC1	4.8	1.0	-0.7	5.2	0.1	13.1	-3.1	8.9	3.5	-13.1
CC(=O)Nc1ccc(S(=O)(=O)Nc2cccc(-c3nc4ccccc4o3)c2)cc1	-1.5	1.9	1.2	3.6	-1.7	-12.1	/	/	1.5	12.1
NC(=O)[C@@H]1CCCNc2c(F)cc([N+](=O)[O-])cc2C(=O)N[C@@H](CO)C(=O)NCC(=O)N1	-0.4	1.1	-1.0	1.1	-0.5	-5.8	-2.5	-4.2	-0.7	5.8
CN(Cc1cc(Cl)cc(Cl)c1O)Cc1c(O)ccc2ccccc12	-3.6	/	/	2.2	-0.1	102.6*	2.5	-3.7	11.7	-102.6
CC1(C)Cc2noc(N)c2C(C)(C)N1OC(=O)c1cccs1	1.8	1.1	1.1	3.7	-0.9	-30.1	-2.7	8.2	-2.7	30.1
N#CCCN(CCC#N)C(=O)C1c2ccccc2Oc2ccccc21	11.7	2.1	1.4	2.2	4.2	5.8	0.9	/	-8.8	-5.8
CCCC(=O)NCC(c1cccs1)S(=O)(=O)c1ccc(Cl)cc1 (centres undefined)	-1.2	-1.3	-1.1	-1.8	-3.3	-1.3	-5.0	2.9	5.1	1.3
COc1ccc(Cc2nc3ccc(C(=O)NCCc4ccccn4)cc3o2)cc1OC	-3.3	2.1	-0.2	3.1	-0.9	3.7	0.4	9.1	4.6	-3.7
C=CCn1c(=S)[nH]c2scc(-c3ccc(C)o3)c2c1=O	3.7	-4.6	-3.7	1.5	/	-1.4	-0.1	16.6	-4.0	1.4
CCOC(=O)Nc1ccc2c(COC(=O)c3ccccc3O)cc(=O)oc2c1	-2.4	2.1	2.1	-0.8	-0.1	?	3.1	?	1.5	-72.3
COC(=O)c1ccc(NC(=O)CSc2nnc(-c3ccncc3)n2N)cc1	-2.8	0.7	-1.3	2.9	-4.4	-12.1	1.1	0.2	-10.1	12.1
Cn1cc(CNCCN2CCCCC2=O)c(-c2cccc(Cl)c2)n1	-4.9	5.0	-0.2	1.4	0.0	-11.9	-2.2	4.2	-1.3	11.9
Cc1ccc(CSc2ncnc3c2cnn3Cc2ccccc2)cc1	-0.8	0.2	2.6	2.3	0.2	-18.7	/	/	-0.6	18.7
CN(c1ccc(C(=O)NCCSCc2ccc(Cl)cc2)cc1)S(=O)(=O)c1ccccc1	-2.4	-0.7	-0.9	2.9	-1.9	8.6	0.0	10.6	7.5	-8.6

Two entries from above in another layout.
Nc1c(N(CCCO)C(=O)CCCN2C(=O)c3cccc4cccc(c34)C2=O)c(=O)[nH]c(=O)n1Cc1ccccc1
  CAL PDZ FP-1: -5.1 | AddAB inh: / | Ecoli viability: / | phage Ecoli inh: 0.3 | CAL PDZ FP-2: -1.1 | SR-BI HDL uptake: 4.8 | Wnt bcat act: 2.8 | MITF act: 0.2 | Tat export inh: 2.2 | SR-BI DiI-HDL act: -4.8

OCCCN=c1cc(-c2ccccc2)oc2ccc(Cl)cc12
  CAL PDZ FP-1: 0.0 | AddAB inh: -6.2 | Ecoli viability: -5.2 | phage Ecoli inh: -4.5 | CAL PDZ FP-2: -1.7 | SR-BI HDL uptake: 0.0 | Wnt bcat act: / | MITF act: 6.2 | Tat export inh: 6.6 | SR-BI DiI-HDL act: 0.0

Remaining list, next part.
SMILES	CAL PDZ FP-1	AddAB inh	Ecoli viability	phage Ecoli inh	CAL PDZ FP-2	SR-BI HDL uptake	Wnt bcat act	MITF act	Tat export inh	SR-BI DiI-HDL act
CN(C(=O)c1ccc(Br)o1)C1CCS(=O)(=O)C1 (centres undefined)	/	2.2	1.8	1.8	-1.3	/	-0.1	8.6	-3.9	/
COc1ccccc1N(CC(O)CN1CCOCC1)S(=O)(=O)c1ccccc1 (centres undefined)	/	2.8	-1.3	-0.6	0.3	/	-2.1	0.0	-0.5	/
CN(C)c1ccc(C=NNC(=O)c2cccc3ccccc23)c(Cl)c1	-2.6	/	/	-0.7	0.8	75.2*	-3.1	-7.2	-5.2	-75.2
O=C(CCc1ccccc1)NC(c1cccs1)c1cc(Cl)c2cccnc2c1O (centres undefined)	-0.8	/	/	16.8*	-2.5	19.7	-4.5	-57.8	-12.3	-19.7
CCOc1ncccc1C(=O)OCC(=O)N1CC(=O)Nc2ccccc21	-2.4	1.0	-3.3	0.3	-3.4	-22.3	-6.7	-1.3	-2.0	22.3
CCCOc1ccc(C2NC(=O)NC(c3ccccc3)=C2C(C)=O)cc1OCC (centres undefined)	-2.6	-0.3	0.1	1.9	0.1	9.6	/	-5.0	6.6	-9.6
O=C(CCc1ccccc1)N/N=C/c1cccc(O)c1	-4.3	0.8	-0.4	0.2	-3.4	-11.7	0.5	-7.6	-2.0	11.7
CC(=O)N1CCc2c(sc3c2c(=O)n(Cc2ccccc2)c(=O)n3CC(=O)NCC2CCCO2)C1 (centres undefined)	/	-0.5	1.9	2.1	0.4	-38.5	0.5	/	-7.8	38.5
COc1cc(NC(=O)Cc2ccccc2)ccc1NC(=O)c1ccccc1	3.7	2.1	0.0	1.7	-1.0	46.8	1.6	5.3	-1.4	-46.8
CCc1noc(C)c1C(=O)Nc1cc(S(=O)(=O)N2CCOCC2)ccc1OC(C)C	-1.7	0.0	1.1	5.6	-1.5	-22.8	-0.2	3.2	-3.6	22.8
CC[C@]12c3[nH]c4cc(CCC(=O)N(C)C)ccc4c3CCN1C(=O)[C@@H](CC(=O)NCC13CC4CC(CC(C4)C1)C3)C[C@@H]2C(=O)N1CCN(C(=O)C2CC2)CC1	5.7	-0.2	0.4	3.4	0.6	1.1	-4.9	5.2	12.8	-1.1
O=C(NCCc1ccccc1)c1ccc(-c2ccccc2C(F)(F)F)o1	/	-3.4	-1.4	3.2	/	/	0.7	/	/	/
CCC(C)(C)n1nnnc1CN1CCN(c2nc3cc(OC)ccc3cc2C#N)CC1	-2.5	0.1	-0.4	2.5	-2.8	23.1	/	9.9	12.9	-23.1
COc1cc(C(=O)Nc2nc3ccc(S(C)(=O)=O)cc3s2)cc(OC)c1C	-3.0	-1.0	-3.3	2.3	-3.7	69.1	2.5	22.2	-0.5	-69.1
Cc1ccc(CS(=O)(=O)Cc2ccc(C(=O)NCCCN3CCOCC3)o2)cc1	-0.3	0.2	-0.7	2.0	-2.3	-11.0	-1.5	-2.1	8.1	11.0
CNc1nc(SC(C)C(=O)Nc2ccc(Cl)c(Cl)c2)nc(N2CCOCC2)n1 (centres undefined)	-11.8	7.7	1.3	0.6	0.4	-6.5	-1.9	2.3	-1.1	6.5
CCCN1C(=O)c2cc(C(=O)NCCc3cccc(C)c3)ccc2C1O (centres undefined)	-7.2	3.3	0.1	2.9	-0.8	4.0	-0.5	24.7	-6.4	-4.0
CCCc1c(C(=O)N/N=C/c2ccccc2OCc2ccc(F)cc2)nnn1-c1nonc1N	0.3	6.8	0.1	-1.2	-1.4	84.7*	-7.2	10.5	2.3	-84.7

Three compounds from above, sorted by the value under phage Ecoli inh, descending:
structure	CAL PDZ FP-1	AddAB inh	phage Ecoli inh	CAL PDZ FP-2	SR-BI HDL uptake	Wnt bcat act	MITF act	Tat export inh	SR-BI DiI-HDL act
CCCN1C(=O)c2cc(C(=O)NCCc3cccc(C)c3)ccc2C1O (centres undefined)	-7.2	3.3	2.9	-0.8	4.0	-0.5	24.7	-6.4	-4.0
CC(=O)N1CCc2c(sc3c2c(=O)n(Cc2ccccc2)c(=O)n3CC(=O)NCC2CCCO2)C1 (centres undefined)	/	-0.5	2.1	0.4	-38.5	0.5	/	-7.8	38.5
CN(C)c1ccc(C=NNC(=O)c2cccc3ccccc23)c(Cl)c1	-2.6	/	-0.7	0.8	75.2*	-3.1	-7.2	-5.2	-75.2

Among those listed so far, four have a furan ring, fused or not:
SMILES	CAL PDZ FP-1	AddAB inh	Ecoli viability	phage Ecoli inh	CAL PDZ FP-2	SR-BI HDL uptake	Wnt bcat act	MITF act	Tat export inh	SR-BI DiI-HDL act
C=CCn1c(=S)[nH]c2scc(-c3ccc(C)o3)c2c1=O	3.7	-4.6	-3.7	1.5	/	-1.4	-0.1	16.6	-4.0	1.4
CN(C(=O)c1ccc(Br)o1)C1CCS(=O)(=O)C1 (centres undefined)	/	2.2	1.8	1.8	-1.3	/	-0.1	8.6	-3.9	/
O=C(NCCc1ccccc1)c1ccc(-c2ccccc2C(F)(F)F)o1	/	-3.4	-1.4	3.2	/	/	0.7	/	/	/
Cc1ccc(CS(=O)(=O)Cc2ccc(C(=O)NCCCN3CCOCC3)o2)cc1	-0.3	0.2	-0.7	2.0	-2.3	-11.0	-1.5	-2.1	8.1	11.0
